HEK293 tox: cytotoxicity counter-screen for GLP-1 receptor inverse agonists. Potency, µM (top dose mostly 38.3 µM), for inactives: top-dose activity change, negative = inhibition, hits mostly inhibitors. HEK293 cAMP-luciferase reporter cells, luminescence, 24 h. 410,000 compounds, 0.13% hits;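 note: loss of luciferase light is scored as toxicity; % is set by controls: 0 for no effect and ±100 for the full control effect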
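Luminescence readout: signal drop marks cytotoxicity. Plated cells grew 12 h at 37 °C, 5% CO2, received 23 nL compound for 24 h, then got luciferase reagent, read after 12 min at RT.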
GLP-1R agonist: activates the human GLP-1 receptor. P43220. HEK293 GLP-1R CRE-luciferase, luminescence, 4-6 h; cells express a hypersensitive GLP-1R form. Potency, µM (highest dose often 45.6 µM), for the others: at the top dose activation, hits mostly activators. 380,000 compounds, 0.007% hits. AID 624172; note: % of control where 0% means no effect
Target sequence (P43220 whole entry, looked up): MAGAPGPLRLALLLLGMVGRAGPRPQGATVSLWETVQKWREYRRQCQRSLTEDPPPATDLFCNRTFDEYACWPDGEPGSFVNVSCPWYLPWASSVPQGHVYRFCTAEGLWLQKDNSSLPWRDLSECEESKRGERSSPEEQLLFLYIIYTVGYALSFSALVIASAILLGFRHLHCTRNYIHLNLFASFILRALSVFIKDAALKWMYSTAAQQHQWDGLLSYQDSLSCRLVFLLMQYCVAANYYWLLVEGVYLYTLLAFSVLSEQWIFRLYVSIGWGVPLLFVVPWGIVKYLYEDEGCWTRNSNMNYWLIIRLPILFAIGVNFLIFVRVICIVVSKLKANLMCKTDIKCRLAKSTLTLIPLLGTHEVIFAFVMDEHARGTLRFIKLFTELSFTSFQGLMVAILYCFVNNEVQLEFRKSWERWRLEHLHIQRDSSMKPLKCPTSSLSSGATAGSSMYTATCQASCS
TDP43 rescue: TDP-43 toxicity inhibition in yeast; 410,000 compounds, 1.8% hits; Potency, µM (highest dose often 46.1 µM), for inactives: top-dose growth rescue (activation), hits mostly activators; TDP-43 expressing yeast growth rescue, BacTiter-Glo, 24 h; note: % of control where 0% means no effect; nearly all actives have a fitted effect of over 50% in size
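Galactose-induced TDP-43 yeast, OD600=0.02, compound pinned; 24 hr, 30 deg C; BacTiter-Glo luminescence for growth. Inhibitors of TDP-43 toxicity read as activators.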
HT1080 IDH1KD tx: HT-1080 IDH1 knockdown cell toxicity (counter line) | Potency, µM (top dose mostly 46.1 µM), without a hit: top-dose activity, negative = toxicity, most hits filed as cytotoxic | 360,000 compounds, 2% hits | HT-1080 IDH1 knockdown viability, ATP luminescence, 48 h;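 note: 0% = DMSO wells and -100% = cell-free medium wells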
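Using the IDH1-knockdown HT-1080 line run in the same batch and compound series as the NT line, viability after 48 h at 37 °C was determined by CellTiter-Glo luminescence and expressed as % activity.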
KB-V1 MDR tox: kills drug-selected multidrug resistant KB-V1 cells | Potency, µM (series often up to 46.1 µM), for inactives: top-dose activity change, negative = cytotoxicity, actives largely listed as cytotoxic | KB-V1 MDR cells viability, CellTiter-Glo, 72 h | 400,000 compounds, 3.4% hits | AID 1347076; note: % is set by controls: 0 for no effect and ±100 for the full control effect; nearly all actives have a fitted effect of over 60% in size
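Drug-selected KB-V1 cells, grown in DMEM lacking phenol red with 10% FBS, receive compound titrations; after three days at 37 degrees C, surviving cell ATP is quantified by CellTiter-Glo luminescence and responses normalized and curve-fitted.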
KB-3-1 cytotox: KB-3-1 parental cell cytotoxicity; KB-3-1 viability, CellTiter-Glo ATP luminescence, 72 h; Potency, µM (highest dose often 46.1 µM), inactives show at the highest dose activity change, negative = cytotoxic, actives largely listed as cytotoxic; 400,000 compounds, 1.4% hits; AID 1347075; note: % is set by controls: 0 for no effect and ±100 for the full control effect; nearly all actives have a fitted effect of over 60% in size
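Using CellTiter-Glo luminescence, growth of non-resistant KB-3-1 adenocarcinoma cells is assessed 72 h after pin-tool compound addition at 37 °C. Normalized responses across the concentration series yield fitted curves.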
GLP-1R inv ag: GLP-1 receptor (human) inverse agonism; P43220; HEK293 GLP-1R CRE-luciferase, luminescence, 24 h; GLP-1R form is constitutively active; Potency, µM (top dose mostly 38.3 µM), for the others: top-dose activity change, negative = inhibition, usual class: inhibitors; AID 624417; 410,000 compounds, 1.6% hits; note: % is set by controls: 0 for no effect and ±100 for the full control effect; nearly all actives have a fitted effect of over 55% in size
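GLP-1R inverse agonism mode: basal reporter luminescence in engineered HEK293 cells measured after one day of compound exposure at 37 deg C, with a 12 min room-temperature detection step.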
HT1080NT lethal: kills 2HG-producing HT-1080-NT fibrosarcoma cells; HT-1080-NT fibrosarcoma viability, CellTiter-Glo ATP luminescence, 48 h; Potency, µM (series often up to 46.1 µM), for inactives: at the highest dose activity, negative = less viability, actives largely listed as cytotoxic; 360,000 compounds, 1.6% hits; AID 686970;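 note: NT is the 2HG producing partner of a matched IDH1 knockdown line; 0% = DMSO-treated cells and -100% = media-only wells without cells; nearly all actives have a fitted effect of over 55% in size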
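HT-1080-NT fibrosarcoma cells (2HG-overproducing), 750 cells/well in RPMI with 5% FBS, dosed after 2 h and incubated 48 h at 37C. CellTiter-Glo luminescence normalized to DMSO and no-cell wells; concentration-response curves fitted and classed.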
SW480 rerep: induces DNA re-replication in SW480 colon adenocarcinoma cells; Potency, µM (series often up to 46.1 µM), for inactives: at the top dose re-replication activation, most hits filed as activators; 340,000 compounds, 1.8% hits; SW480 DNA re-replication, Hoechst DNA content imaging, 48 h; note: % of control where 0% means no effect; nearly all actives have a fitted effect of over 55% in size
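Cells (250 per well) received 23 nL compound or DMSO by pin tool and were kept 48 hr at 37 C, 5% CO2. Nuclei were then stained with Hoechst for 40 min and scanned for DNA content.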
An asterisk follows results filed as active; ? = inconclusive; . = no result given; [ ] = another dose, or the depositor's remark. Calls come from the whole dose curve; as a rule, active = well fitted curve in the direction sought with a large enough effect; inconclusive = small, poorly fitted or top-dose-only effect, or another doubt; inactive = no such curve, though single readings can be large; an effect the other way counts as inactive or inconclusive. Potency is the fitted concentration of half-maximal effect.

SMILES	HEK293 tox	GLP-1R agonist	TDP43 rescue	HT1080 IDH1KD tx	KB-V1 MDR tox	KB-3-1 cytotox	GLP-1R inv ag	HT1080NT lethal	SW480 rerep
Cc1noc(NS(=O)(=O)c2ccc(NC(=O)C(F)(F)F)cc2)c1C	-13%	-6%	15%	5%	0%	8%	7%	10%	-14%
CC(C)n1cc(CN2CCC(C(=O)Nc3cccc(-c4cccc(Cl)c4)c3)CC2)cn1	?	12%	6%	?	?	?	?	18µM*	3.3µM*
COC(=O)c1ccccc1NC(=O)Nc1c(C)n(C)n(-c2ccccc2)c1=O	-9%	-2%	5%	15%	?	3%	20%	3%	4%
O=S(=O)(c1ccc2nc(Nc3ccc(Br)cc3F)ccc2c1)N1CCCCC1	1%	.	16%	.	?	-1%	-18%	.	.
CCCCn1c(N)c(N(CCC(C)C)C(=O)CSc2nnc(C)s2)c(=O)[nH]c1=O	-14%	-1%	23%	1%	0%	-4%	0%	-1%	1%
COC(=O)Cn1c(O)c(N=NC(=O)CNC(=O)c2ccncc2)c2ccccc21	-7%	-2%	-7%	-3%	?	21%	12%	-4%	9%
Cc1ccc(NC(=O)COC(=O)C(NS(=O)(=O)c2ccc(Cl)cc2)C(C)O)cc1 (centres undefined)	42%	-3%	7%	11%	-16%	2%	6%	-2%	0%
O=C(CCc1nc2ccccc2[nH]1)Nc1ccc2c(c1)OCO2	-6%	6%	-1%	-11%	?	8%	8%	-4%	-2%
O=C(Nc1ccc(O)cc1)/C(=C\c1cccs1)NC(=O)c1ccccc1	-4%	-9%	7%	8%	-12%	8%	8%	9%	-3%
CC1(C)NC(=O)N(CCCOc2ccc(Br)cc2Cl)C1=O	0%	?	5%	-23%	?	2%	0%	3%	-3%
CCCOc1ccc(-c2c(C(=O)N/N=C/C3CC=CCC3)nnn2-c2nonc2N)cc1 (centres undefined)	-5%	4%	-1%	-5%	0%	10%	1%	-22%	-6%
Cc1cccn2c(=O)c3cc(C(=O)NC4CCCCC4)n(C)c3nc12	-16%	-3%	18%	3%	?	?	10%	20%	?
COC(=O)c1cc(S(=O)(=O)NCc2ccccc2)c[nH]1	3%	-1%	9%	6%	5%	-3%	18%	0%	-19%
CN(Cc1ccccc1)C(=O)COC(=O)CCC(=O)c1ccc(F)cc1	-12%	0%	-2%	6%	29%	1%	2%	15%	-3%
O=C(CN1C(=O)C2C3CC(C(Br)C3Br)C2C1=O)N1CCOCC1 (centres undefined)	-7%	-5%	17%	21%	-14%	6%	1%	5%	?
C=CCN=c1scc(-c2ccc3c(c2)NC(=O)CO3)n1/N=C(\C)c1ccccn1	?	6%	13µM*	?	?	5.2µM*	-30%	?	-7%
O=C(Oc1ccc(C(=S)N2CCOCC2)cc1)c1cc([N+](=O)[O-])cc([N+](=O)[O-])c1	-6%	11%	-9%	11%	10%	11%	-5%	9%	11%
N#CCCN(Cc1cccnc1)C(=O)Nc1cccc(Cl)c1	-1%	-4%	19%	2%	-6%	13%	15%	-2%	0%
CCCCCC(=O)N1CC2(CC(c3cccc(NC(=O)c4ccccc4)c3)=NO2)C[C@@H]1C(N)=O (some centres undefined)	-13%	-2%	4%	-4%	-1%	-11%	-17%	5%	0%[9.22 µM]
CC(C(=O)Nc1ccc(S(N)(=O)=O)cc1)N1CCc2ccccc21 (centres undefined)	15%	7%	17%	-6%	-2%	3%	2%	-9%	-6%
Cc1ccsc1/C=C(\C#N)C(=O)NCc1cccnc1	7%	2%	2%	13%	13%	10%	5%	8%	?
COc1ccc(NC(=O)Cn2nc(C)c([N+](=O)[O-])c2C)cn1	-4%	0%	-8%	3%	-12%	-6%	-5%	20%	-4%
CCOC(=O)c1c(-c2ncc(C(F)(F)F)cc2Cl)noc1C	17%	-11%	10%	1%	-6%	4%	-7%	-1%	?
COc1ccc(NC(=O)N2CCCc3ccccc32)cc1	-4%	-4%	16%	8%	12%	-3%	-6%	-2%	-1%
CC(C)c1cc(=O)n2[nH]c(N)nc2n1	18%	0%	-33%[inhibitor]	6%	0%	-2%	3%	-7%	-6%
O=C(NCC(c1ccco1)N1CCCC1)c1cc(S(=O)(=O)N2CCOCC2)ccc1Cl (centres undefined)	5%	-6%	-3%	0%	7%	0%	-15%	-2%	-1%
COc1ccc(C(=Cc2ccccc2)C(=O)O)cc1	4%	4%	-7%	4%	?	6%	3%	-1%	0%
COC(=O)c1ccc(NC(=O)CSc2n[nH]c(-c3ccncc3)n2)cc1	3%	-7%	8%	13%	?	?	5%	12%	-2%
O=C(Nc1ccccc1)c1ccc(Br)o1	-6%	24%	?	14%	13%	0%	13%	5%	-12%
O=C(CCCNC(=O)c1ccc(Cl)cc1)Nc1ccccc1F	-9%	13%	-14%	-1%	9%	0%	-6%	8%	-7%
COc1ccc2c(c1)C(=O)CC(O)(C(F)F)O2 (centres undefined)	-2%	-2%	-12%	19%	3%	0%	8%	1%	-23%
Cc1ccsc1C(=O)NNC(=O)c1ccccc1F	20%	-1%	-8%	-14%	?	-16%	6%	-2%	0%
Cc1cc2c(c(=O)n1Cc1cccnc1)C(c1cccs1)C(C#N)=C(N)O2 (centres undefined)	-7%	0%	-4%	-3%	25%	0%	29%	-1%	-6%
CCOC(=O)C1=CC[C@H]2c3c(c4ccccc4n3C)C(=O)C1N2S(=O)(=O)c1ccc(C)cc1	1%	-6%	6%	-2%	13%	-2%	1%	0%	-7%
CCc1ccc(NC(=O)C(=O)NNC(=O)c2cccs2)cc1	-5%	2%	-19%	-3%	-1%	-2%	-10%	-1%	?
Cc1onc(C(=O)NCc2ccc(F)cc2)c1[N+](=O)[O-]	-2%	5%	0%[0.397 µM]	-9%	5%	0%	10%	-10%	13%
O=C(N/N=C/c1ccc2c(c1)OCO2)C(O)c1ccccc1 (centres undefined)	-2%	11%	-6%	11%	13%	20%	1%	9%	-11%
CCCC(=O)N1CCCC1(C)C(=O)Nc1ccc(-n2cncn2)cc1 (centres undefined)	3%	4%	0%	15%	3%	16%	28%	-2%	.
Cc1ccc(/C=C(\C#N)C(=O)Nc2cccc3ncccc23)o1	16%[1.53 µM]	4%	10%	0%	?	?	32%[activator]	4%	7%
CCCCc1nc2cc(C(=O)N(C)C3CCOCC3)ccc2o1	0%	0%	-3%	9%	2%	5%	15%	11%	1%
N=c1ccn(Cc2ccc(Cl)cc2Cl)cc1	-29%	2%	-10%	-10%[9.24 µM]	8%	6.5µM*	?	?	-3%
O=C(Nc1ccc(-c2ccc(N3CCCCC3)nn2)cc1)c1ccco1	-7%	13%	0%	-18%	-2%	0%	?	-6%	21%
CC1CC(C)C(=NNC(N)=O)C(C(O)CC2CCC(=O)NC2=O)C1 (centres undefined)	-19%	-3%	-93%[inhibitor]	?	?	12µM*	?	-3%	-1%
O=C(COc1ccc(S(=O)(=O)N2CCCCC2)cc1)NC1CCCCC1	9%	-1%	19%	1%[9.24 µM]	?	-10%	-17%	-1%	-8%
CCn1c2ccccc2c2cc(NC(=O)COC(=O)c3cc(Cl)c(N)cc3OC)ccc21	-36%	3%	17%	-25%	6%	-4%	?	-17%	3%
CC(=O)N/N=C/c1ccccc1OCCOc1cccc(C)c1	-12%	15%	-33%[inhibitor]	-3%	-1%	4%	?	-2%	?
S=C(Nc1ccccc1Cl)N(Cc1ccccc1)Cc1cccnc1	-5%	14%	-3%	-4%	?	12%	-20%	1%	-7%
NC(=O)c1ccccc1NC(=O)N1CCOCC1	-2%	2%	-6%	-4%	4%	7%	-6%	2%	?
CCC(C)c1ccc(NC(=O)Nc2cnccn2)cc1 (centres undefined)	-25%	2%	?	8.2µM*	?	3.3µM*	?	?	3.3µM*
Cc1ccc(NS(=O)(=O)c2ccc3c(c2)C(C(C)C)C(=O)N3)cc1C (centres undefined)	3%	.	0%	.	14%	-2%	-10%	.	.

Next section.
SMILES	HEK293 tox	GLP-1R agonist	TDP43 rescue	HT1080 IDH1KD tx	KB-V1 MDR tox	KB-3-1 cytotox	GLP-1R inv ag	HT1080NT lethal	SW480 rerep
COc1ccc(C2NC(=O)C(C#N)=C(S)N2c2ccccc2)cc1OC (centres undefined)	18%	0%	-17%	11%	1%	1%	-14%	0%	30%
CCOCCc1nn2c(=O)cc(COC(=O)C(CC)c3ccccc3)nc2s1 (centres undefined)	4%	.	25%	.	-1%	-3%	3%	.	.
Cc1ccc(C)c(S(=O)(=O)c2c(C)cc(C)[nH]c2=O)c1	1%	-3%	-3%	-3%	7%	-2%	3%	-2%	6%
Cc1ccnc(Sc2ccc([N+](=O)[O-])cc2[N+](=O)[O-])n1	-23%	-13%	20µM*	?	?	?	?	?	12µM*
CC(NC(=O)COC(=O)c1cc([N+](=O)[O-])ccc1N1CCOCC1)c1ccc(F)cc1 (centres undefined)	-21%	18%	-10%	-1%	-1%	0%	36%[activator]	-2%	-24%
Cc1ccccc1C(=O)N1CCN(c2ccc(NC(=O)c3ccccc3[N+](=O)[O-])cc2)CC1	-12%	4%	-3%[9.22 µM]	-10%	-14%	-11%	?	-23%	-19%
CCOc1ccccc1CNC(=O)c1ccc(Cn2c(SCc3ccccc3)nc3cccnc32)cc1	-3%	.	16%	.	-17%	?	-14%	.	.

Structures listed so far containing bromine (4):
SMILES	HEK293 tox	GLP-1R agonist	TDP43 rescue	HT1080 IDH1KD tx	KB-V1 MDR tox	KB-3-1 cytotox	GLP-1R inv ag	HT1080NT lethal	SW480 rerep
O=S(=O)(c1ccc2nc(Nc3ccc(Br)cc3F)ccc2c1)N1CCCCC1	1%	.	16%	.	?	-1%	-18%	.	.
CC1(C)NC(=O)N(CCCOc2ccc(Br)cc2Cl)C1=O	0%	?	5%	-23%	?	2%	0%	3%	-3%
O=C(CN1C(=O)C2C3CC(C(Br)C3Br)C2C1=O)N1CCOCC1 (centres undefined)	-7%	-5%	17%	21%	-14%	6%	1%	5%	?
O=C(Nc1ccccc1)c1ccc(Br)o1	-6%	24%	?	14%	13%	0%	13%	5%	-12%

Screening data deposited in PubChem by National Center for Advancing Translational Sciences (NCATS).
